EPAC1 antagonist: qHTS for Antagonist of cAMP-regulated guanine nucleotide exchange factor 3 (EPAC1): primary screen. hit rate 0.14% among 360,000. Potency, µM (doses to about 115 µM), without a hit: at the top dose activity change, negative = inhibition, actives largely listed as inhibitors. AID 720709, 2013. EPAC1 GEF assay, Rap1b-BODIPY-GDP exchange fluorescence;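 note: plate controls were vehicle for no effect and positive control for full effect; nearly all actives have a fitted effect of over 50% in size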
aSyn rescue: qHTS of alpha-syn Inhibitors. Yeast expressing alpha-synuclein, growth rescue, BacTiter-Glo, 24 h. Potency, µM (series often up to 46.1 µM), for the others: top-dose growth rescue (activation), usual class: activators. hit rate 0.14% among 370,000; note: % of control where 0% means no effect; nearly all actives have a fitted effect of over 65% in size
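Screening used galactose-induced yeast with toxic alpha-synuclein levels, exposed to compound for 24 hr at 30 deg C. Cell growth, read with BacTiter-Glo luminescence, gave the measured signal.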
PTHR1 agonist: qHTS for PTHR1 Agonists: Primary Screen; Parathyroid hormone/parathyroid hormone-related peptide receptor (Homo sapiens), Q03431; HEK293 GP2 PTHR1 cells, GloSensor cAMP luminescence, 1 h; Potency, µM (titrated, usually from 115 µM), inactives show at the highest dose activation, actives largely listed as activators; hit rate 0.075% among 410,000; AID 743266, 2014; note: nearly all actives have a fitted effect of over 55% in size; some results filed as inactive show a strong effect at the top dose; inactives centre near -15; many of its hits are not listed in these tables
Target sequence (Q03431 whole entry, looked up): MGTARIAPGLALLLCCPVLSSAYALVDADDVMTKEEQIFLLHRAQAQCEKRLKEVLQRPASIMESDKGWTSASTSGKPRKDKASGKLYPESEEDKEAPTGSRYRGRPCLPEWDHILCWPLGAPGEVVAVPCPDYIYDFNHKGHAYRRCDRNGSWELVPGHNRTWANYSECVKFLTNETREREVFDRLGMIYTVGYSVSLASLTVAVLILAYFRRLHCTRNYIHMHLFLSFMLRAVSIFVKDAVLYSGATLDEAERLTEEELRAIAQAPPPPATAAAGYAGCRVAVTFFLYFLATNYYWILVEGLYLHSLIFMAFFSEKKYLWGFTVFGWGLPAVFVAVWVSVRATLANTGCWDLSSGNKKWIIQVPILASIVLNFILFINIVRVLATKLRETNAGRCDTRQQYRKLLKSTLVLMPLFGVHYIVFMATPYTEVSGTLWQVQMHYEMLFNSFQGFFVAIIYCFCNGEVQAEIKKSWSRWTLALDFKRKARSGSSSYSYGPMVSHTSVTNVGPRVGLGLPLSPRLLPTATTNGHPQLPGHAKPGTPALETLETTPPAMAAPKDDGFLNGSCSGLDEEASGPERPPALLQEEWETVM
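HEK-293-derived GP2 cells expressing PTHR1 and a GloSensor cAMP reporter, 3,000/well, plated overnight, given luciferin plus IBMX (each 0.5 mM as added) for 1 h at 37 °C, then compound for 1 h at 37 °C. Luminescence was read after 15 min at room temperature.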
EPAC2 antagonist: qHTS for Antagonist of cAMP-regulated guanine nucleotide exchange factor 2 (EPAC2): primary screen. EPAC2 GEF exchange of Rap1B-BODIPY-GDP, fluorescence. Potency, µM (doses to about 114 µM), for inactives: at the top dose activity, negative = inhibition, most hits filed as inhibitors. hit rate 0.18% among 360,000. AID 720708, 2013; note: % is set by controls: 0 for no effect and ±100 for the full control effect; nearly all actives have a fitted effect of over 45% in size; many of its hits are not listed in these tables
TDP43 rescue: qHTS of TDP-43 Inhibitors. TDP-43 expressing yeast growth rescue, BacTiter-Glo, 24 h. Potency, µM (series often up to 46.1 µM), for inactives: at the highest dose growth rescue (activation), actives largely listed as activators. hit rate 1.8% among 410,000. AID 652104, 2013; note: % of control where 0% means no effect; nearly all actives have a fitted effect of over 50% in size
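In this qHTS, compounds that restore growth of yeast expressing TDP-43 appear as activators. Cells (OD600=0.02, galactose medium, raffinose-pregrown) are incubated with compound 24 hr at 30 deg C and growth is quantified by BacTiter-Glo.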
EPAC1 agonist: qHTS for Agonist of cAMP-regulated guanine nucleotide exchange factor 3 (EPAC1): primary screen; EPAC1 agonist qHTS, biochemical assay; response scale: 100% = response to 6.5 mM cAMP; Potency, µM (highest dose often 154 µM), inactives show at the top dose activation, actives largely listed as activators; AID 720707, 2013; hit rate 0.073% among 360,000; note: nearly all actives have a fitted effect of over 60% in size
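Compounds were pinned as a concentration titration into mixtures of EPAC1 (100 nM), BODIPY-GDP-loaded Rap1B (250 nM) and GDP (50 uM). After 5 min at room temperature, fluorescence was followed for 30 min; activity was scaled to 6.5 mM cAMP.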
EPAC2 ag: qHTS for Agonist of cAMP-regulated guanine nucleotide exchange factor 4 (EPAC2): primary screen | Rap guanine nucleotide exchange factor 4 (Homo sapiens), Q8WZA2 | EPAC2 activation, biochemical qHTS; response scale: 100% = 6.5 mM cAMP response | Potency, µM (titrated, usually from 154 µM), without a hit: at the top dose activation, actives largely listed as activators | hit rate 0.079% among 360,000; note: nearly all actives have a fitted effect of over 50% in size
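Each well held 100 nM EPAC2, 250 nM RAP1B-BODIPY-GDP and 50 uM GDP. Fluorescence, read at 5-min intervals to 30 min, was referenced to a 6.5 mM cAMP positive control.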
FUS yeast rescue: qHTS for Suppressors of FUS Proteinopathy: Primary screen using FUS-linked yeast assay; Potency, µM (doses to about 76.6 µM), for inactives: at the top dose growth rescue (activation), actives largely listed as activators; S. cerevisiae FUS-expressing, growth rescue, OD600, 24 h; hit rate 0.24% among 390,000;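 note: plate controls were DMSO vehicle for no effect and reference control for full effect; nearly all actives have a fitted effect of over 55% in size; some results filed as inactive show a strong effect at the top dose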
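Quantitative HTS measuring growth restoration of FUS-toxic yeast. Galactose-induced cells (OD 0.005) were exposed 24hr at 30C to compounds at several concentrations, then absorbance at 600 nm was recorded.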
An asterisk follows results filed as active; i = inactive; ? = inconclusive; nt = no result given; & = joins results of further samples; [ ] = another dose, or the depositor's remark. Calls come from the whole dose curve; as a rule, active = well fitted curve in the direction sought with a large enough effect; inconclusive = small, poorly fitted or top-dose-only effect, or another doubt; inactive = no such curve, though single readings can be large; an effect the other way counts as inactive or inconclusive. Potency is the fitted concentration of half-maximal effect. These rows are one share of the data. The share of hits here may be higher or lower than overall.

entry | SMILES | EPAC1 agonist | aSyn rescue | FUS yeast rescue | EPAC1 antagonist | EPAC2 ag | EPAC2 antagonist | PTHR1 agonist | TDP43 rescue
1 | O=C(NCC(=O)N1CCN(c2ccccc2F)CC1)c1ccco1 | 7% | 0% | 20% | 10% | 12% | 1% | i | -6%
2 | O=C(CSc1nnc(-c2ccc(Br)o2)n1Cc1ccccc1)c1ccccc1F | 19% | 0% | 8% | -7% | 8% | 9% | -84%[inhibitor] | -4%
3 | CCOc1ccc(S(=O)(=O)N2CCOCC2)cc1NC(=O)c1ccccc1F | 0% | -4% | 7% | 17% | 15% | -8% | -43%[inhibitor] | 9%
4 | CCc1ccc(C(=O)c2cnc3ccc(OC)cc3c2N2CCN(CC)CC2)cc1 | -11% | -4% | -8% | -18% | 1% | -7% | -17% | 6%
5 | C[N+]1(CC(=O)OCCCc2ccccc2)CCOCC1 | -3% | -1% | -22% | 2% | -6% | -4% | i | 16%
6 | CCN(CC)c1ccc(/C=N/NS(=O)(=O)c2ccc(CNC(C)=O)cc2)cc1 | 5% | 4% | 1% | -3% | 4% | 13% | i | -16%
7 | O=C(COC(=O)C12CC3CC(CC(C3)C1)C2)NNC(=O)c1ccccc1 | -23% | 11% | nt | -15% | -9% | 10% | i | 11%
8 | O=C1CC(N2CCOCC2)C(=O)N1CCN1C(=O)CC(N2CCOCC2)C1=O (centres undefined) | 3% | 4% | 9% | -13% | 2% | -1% | -11% | -3%

The closing 2 compounds of the section above open the next one.
entry | SMILES | EPAC1 agonist | aSyn rescue | FUS yeast rescue | EPAC1 antagonist | EPAC2 ag | EPAC2 antagonist | PTHR1 agonist | TDP43 rescue
7 | O=C(COC(=O)C12CC3CC(CC(C3)C1)C2)NNC(=O)c1ccccc1 | -23% | 11% | nt | -15% | -9% | 10% | i | 11%
8 | O=C1CC(N2CCOCC2)C(=O)N1CCN1C(=O)CC(N2CCOCC2)C1=O (centres undefined) | 3% | 4% | 9% | -13% | 2% | -1% | -11% | -3%
9 | C(=N\Nc1ncnc2nc[nH]c12)/c1cccs1 | 2% | 0% | -41% | -18% | 8% | 2% | -12% | 1%
10 | C#CC1(O)CC(C)NCC1(C)CCC#N (centres undefined) | 7% | 3% | -6% | 3% | 3% | 1% | i | 6%
11 | O=C(Cn1nnc(N2CCCCC2)n1)c1ccc(Cl)c(Cl)c1 | -3% | -3% | 9% | -10% | 16% | 7% | -21% | 0%
12 | CC(=O)NCCCC(=O)NNC1CC(=O)N(c2cccc(Cl)c2)C1=O (centres undefined) | 11% | 15% | 8% | -2% | 0% | 2% | -18% | ?
13 | Cc1ccc(Nc2nc3ccccc3n3cnnc23)cc1C | 10% | -1% | -1% | -18% | -1% | 6% | i | 13%
14 | Cc1ccc2c(CC(=O)N(C)c3c(N)n(Cc4ccccc4)c(=O)[nH]c3=O)coc2c1 | 10% | 0% | nt | 5% | 2% | -6% | -23% | 5%
15 | COc1cccc(CNc2nc3cc(-c4ccc(OC)cc4C)sc3c(=O)n2C)c1 | 15% | 17% | 41% | -8% | 10% | -10% | -26% | 20µM*
16 | CCn1c(SCC(=O)Nc2ccc(N3CCOCC3)cc2)nnc1-c1ccc(OC)cc1 | 0% | -2% | 26% | 11% | 6% | 25% | i | 0%
17 | O=C(CCc1ccc(S(=O)(=O)N2CCOCC2)cc1)N1CCCC1 | 3% | 2% | 2% | 6% | 5% | 13% | i | -28%
18 | COC(=O)c1cc(OC)c(OC)cc1NC(=O)CCc1ccc(C)o1 | -1% | 3% | 5% | -5% | 7% | 6% | -12% | -5%
19 | Cc1ccc(OCC(=O)NCCO)c(Br)c1 | 6% | 2% | 2% | -1% | 7% | -1% | -18% | 15%
20 | CCOc1cc(NC(=O)c2cccs2)c(OCC)cc1NC(=O)c1ccco1 | -1% | -2% | 14% | -4% | 6% | 0% | 9%[57.5 µM] | 1%
21 | CCCCCN(C(=O)CCC(=O)OCC(=O)N(CC)c1ccccc1)c1c(N)n(CCCC)c(=O)[nH]c1=O | -8% | 1% | 49% | -26% | -7% | 10% | -17% | -28%
22 | Cc1ccc(S(=O)(=O)N2CCC(C(=O)Nc3ccc(C(C)C)cc3)CC2)cc1 | 12% | -7% | 10% | 1% | -3% | -2% | -19% | -10%
23 | CC1(C)CC(=O)c2cc(NC(=O)c3ccc(F)cc3)c(=O)oc2C1 | 7% | -4% | 0% | 4% | 7% | 6% | i | -4%[9.22 µM]
24 | O=c1[nH]c2ccc(S(=O)(=O)N3CCCC3)cc2[nH]1 | 4% | 0% | 9% | 15% | 21% | 2% | i | -17%
25 | Cc1ccccc1CN(C)C(=O)COC(=O)c1ccc2[nH]c(C)c(C)c2c1 | -5% | ? | nt | 0% | -5% | -7% | 0% | 1%
26 | O=c1c(Cl)cc(Cl)nn1-c1ccccc1 | -6% | -1% | nt | ? | 0% | -2% | -28% | 25µM*
27 | C[C@@H]1CN([C@@H](C)CO)C(=O)CCCn2nncc2CO[C@H]1CN(C)C(=O)Cc1ccccc1 | -16% | 1% | 0% | -1% | 13% | 8% | -18% | 20%
28 | CCOC(=O)CSc1nnc(CCc2nc3ccccc3[nH]2)n1C | 2% | 2% | -4% | 6% | 3% | 3% | i | 3%
29 | CNC(=S)N1C2CCC1CC(NC(=O)NC13CC4CC(CC(C4)C1)C3)C2 (centres undefined) | 2% | 10% | -1% | -3% | 3% | 10% | i | 3%
30 | O=C(CCN1C(=O)c2ccccc2S1(=O)=O)Nc1ccc(Cl)cc1 | -10% | -5% | 7% | -9% | 2% | 21% | -9% | -10%
31 | CC(C)Oc1ccc(S(=O)(=O)N2CCOCC2)cc1NC(=O)c1cccc(S(=O)(=O)N2CCCC2)c1 | 14% | 3% | nt | 15% | 21% | 15% | i | -8%
32 | Cc1ccc(NC(=O)COC(=O)C2=NNC(=O)CC2)c(Br)c1 | 3% | 0% | -14% | -3% | 6% | 1% | ? | -22%
33 | CC(C)(C)NC(=O)CCc1ncc(C(F)(F)F)cc1Cl | -2% | 7% | 15% | -18% | -3% | -12% | 8% | -18%
34 | CCOC(=O)C1CCCN(S(=O)(=O)c2cc(Br)cc3c2N(C(=O)CC)CC3)C1 (centres undefined) | 1% | -25% | 1%&-27% | 5% | 8% | -10% | -12% | -4%&23%
35 | CCN(C1CCS(=O)(=O)C1)S(=O)(=O)c1cc(C)ccc1C (centres undefined) | 4% | 8% | -2% | -7% | 11% | -11% | -10% | -18%
36 | Cc1ccc(Oc2ncnc(N)c2[N+](=O)[O-])cc1C | 9% | 6% | -21% | -1% | 0% | 4% | -32%[inhibitor] | 11µM*
37 | CCn1c(=O)c(C(=O)Nc2nc3ccccc3[nH]2)c(O)c2ccccc21 | 0% | -63%[inhibitor] | nt | -12% | 17% | -23% | -38%[inhibitor] | -92%[inhibitor]
38 | Cc1ccc(CNC(=O)CCC(=O)N2CC(C)Sc3ccccc32)cc1 (centres undefined) | 3% | 7% | 7%&25% | -2% | 6% | -25% | -31%&-33%[inhibitor] | ?
39 | O=C1CCC(=O)N1CCSC(=S)N1CCSCC1 | -7% | -2% | -6% | 6% | -1% | 14% | i | 0%
40 | CC(Cc1ccccc1)NC(=O)CC(c1ccccc1)c1ccccc1O (centres undefined) | 7% | 1% | 14% | 4% | 16% | -12% | -7% | 14%
41 | Nc1c(C(=O)OCC2CCCO2)c2nc3ccccc3nc2n1C1CCCCC1 (centres undefined) | 9% | -1% | 11% | 11% | 4% | 5% | -6%[57.5 µM] | -12%
42 | COc1ccccc1NC(=O)c1ccc2nc(N3C(=O)CCC3=O)sc2c1 | 1% | -7% | 32% | 15% | 3% | 13% | 0%[57.5 µM] | 9%
43 | CCCC(=O)NC(c1ccc(C(C)C)cc1)c1ccc2cccnc2c1O (centres undefined) | 9% | 19% | 17% | -7% | -4% | 0% | -1% | -10%
44 | COc1ccc(CC(=O)Nc2ccc3c(c2)C(=O)N(CCC(=O)O)C3=O)cc1 | -2% | -2% | -16% | -9% | 5% | 2% | -22% | ?
45 | N#Cc1c(-c2ccco2)cc(C2CC2)nc1N | 7% | -8% | 16% | 6% | 3% | 7% | -11%[57.5 µM] | -7%
46 | O=C(CCSCc1ccc(Cl)cc1)NC1CCCC1 | -3% | 7% | nt | 6% | 7% | 2% | i | ?
47 | COc1ccccc1CNC(=O)c1cc(-c2ccccc2)nn1CC1CC(c2cccc([N+](=O)[O-])c2)=NO1 (centres undefined) | 16% | 4% | ? | -4% | 8% | 0% | i | 16%
48 | O=S(=O)(Nc1ccc(S(=O)(=O)Nc2ncccn2)cc1)c1ccc(Cl)cc1 | 7% | 0% | 14% | 3% | 7% | 1% | i | -10%
49 | Cc1ccc(-c2nc3ccc(Cl)cn3c2Cc2ccccc2C(F)(F)F)cc1 | -4% | 7% | ? | -22% | -5% | ? | i | 22µM*
50 | COc1ccc2c(c1)N(C)/C(=C1/SC(=NCc3ccccc3)N(c3ccccc3)C1=O)S2 | 3% | 1% | -5% | -7% | 0%[15.6 µM] | 5% | -2%[57.5 µM] | -19%
51 | CCC(C)NC(=O)C1CC(c2cccc(OC)c2)=NO1 (centres undefined) | 6% | -8% | 10% | -11% | 4% | -3% | i | -8%
52 | CCN(CC)CCN(Cc1cc2cc3c(cc2[nH]c1=O)OCO3)C(=S)NCc1ccco1 | -4% | 2% | -7% | -13% | 4% | 5% | i | 0%
53 | CCN(CC)S(=O)(=O)c1ccc2[nH]cc(C(=O)NC3CC3)c(=O)c2c1 | 2% | 1% | -7% | 1% | 3% | 0% | i | 10%
54 | CCc1ccc(NC(=O)Cn2nc(C(F)(F)F)c3c2CCC3)cc1 | -7% | 3% | 7% | -12% | -1% | -4% | -47% | 17%
55 | O=C(NC1CCCC1)C(c1ccc(F)cc1)N(C(=O)c1csnn1)C1CCCC1 (centres undefined) | -3% | 5% | 8% | -1% | 7% | 2% | i | -6%
56 | CCCCS(=O)(=O)CC(COc1ccccc1)OC(=O)c1ccccc1 (centres undefined) | 13% | 12% | 12% | 1% | 16% | -9% | i | -21%

Assay outcomes deposited in PubChem by National Center for Advancing Translational Sciences (NCATS).
